MPTP inh – blocks calcium-induced mitochondrial swelling; actives 1.4% (n = 360,000); isolated mouse mitochondria, Ca2+ swelling absorbance, 30 min; inhibition, % at 10 µM;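 active = inhibition of 50% or more, scaled per plate between neutral and stimulator controls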;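 also: 0% = DMSO wells given calcium and 100% = 1 mM EGTA wells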
ATG4B inhibitor – ATG4B (human) cysteine protease inhibition; AID 504462; actives 0.51% (n = 340,000); Q9Y4P1; inhibition, % at 8.33 µM; ATG4B cleavage of LC3-PLA2, NBD-HPC fluorescence, 1 h; in the data active = inhibition above about 40%
GRIN3A LBD mod – NR3A (human) ligand-binding domain modulation | NR3A LBD differential scanning fluorimetry, Tm shift; 0% = protein alone, 100% = glycine-bound protein | Tm shift relative to glycine control, % at 25 µM | actives 2.5% (n = 340,000) | AID 1259313;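 active = melting temperature shift of at least 10% of the positive control shift, at one fixed dose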
PfG6PD inh – PfG6PD (Plasmodium falciparum) enzyme inhibition; PfGluPho enzyme, NADPH resazurin-diaphorase fluorescence; inhibition, % at 20 µM; actives 0.78% (n = 350,000); AID 504690;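 active = inhibition reaching at least a set limit at 20 µM in the primary screen, cut at about 59% in these data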;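 also: 0% = DMSO wells with substrate and 100% = DMSO wells lacking glucose-6-phosphate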
SENP6 inh – SENP6 protease inhibition. Q9GZR1. Recombinant SENP6 catalytic domain, aminoluciferin luminescence. inhibition, % at 10 µM. actives 1.8% (n = 330,000);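 active = inhibition above about 50% at the single tested dose, limit read from the data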;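 also: plate controls were DMSO wells with enzyme for no effect and DMSO wells lacking enzyme for full effect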
Target sequence (Q9GZR1 628-1112 limits assumed): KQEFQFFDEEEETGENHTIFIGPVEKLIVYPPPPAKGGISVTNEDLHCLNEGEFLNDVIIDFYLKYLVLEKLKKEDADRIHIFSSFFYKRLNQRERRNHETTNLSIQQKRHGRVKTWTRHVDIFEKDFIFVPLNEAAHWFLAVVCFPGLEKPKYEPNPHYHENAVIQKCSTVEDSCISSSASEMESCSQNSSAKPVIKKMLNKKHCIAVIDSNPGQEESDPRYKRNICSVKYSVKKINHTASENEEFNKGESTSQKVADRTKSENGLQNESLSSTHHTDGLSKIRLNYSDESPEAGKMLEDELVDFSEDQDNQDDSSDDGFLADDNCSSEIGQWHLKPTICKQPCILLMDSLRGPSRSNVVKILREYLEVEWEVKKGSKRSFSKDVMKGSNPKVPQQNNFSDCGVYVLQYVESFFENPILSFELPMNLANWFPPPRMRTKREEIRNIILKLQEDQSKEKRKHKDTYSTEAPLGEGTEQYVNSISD
SENP7 inh – inhibitors of human SENP7 protease; inhibition, % at 5 µM; recombinant SENP7, Z-RLRGG-aminoluciferin luminescence, 40 min; actives 1.5% (n = 330,000); Q9BQF6;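 active = inhibition above about 50% at the single test dose, limit read from the data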;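 also: plate controls were DMSO with enzyme for no effect and no enzyme buffer wells for full effect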
Target sequence (Q9BQF6 706-1050 limits assumed): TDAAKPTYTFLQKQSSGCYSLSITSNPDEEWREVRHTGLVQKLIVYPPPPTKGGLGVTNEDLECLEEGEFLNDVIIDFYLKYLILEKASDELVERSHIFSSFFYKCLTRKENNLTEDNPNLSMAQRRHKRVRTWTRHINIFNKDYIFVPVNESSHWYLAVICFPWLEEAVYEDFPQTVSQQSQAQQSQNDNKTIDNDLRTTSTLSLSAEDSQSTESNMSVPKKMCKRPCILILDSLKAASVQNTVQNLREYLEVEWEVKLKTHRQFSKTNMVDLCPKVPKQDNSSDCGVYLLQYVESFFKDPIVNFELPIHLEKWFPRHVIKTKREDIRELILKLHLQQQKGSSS
HKDC1 inh – blocks human hexokinase HKDC1 activity. recombinant HKDC1, G6PDH/diaphorase resazurin coupled fluorescence. inhibition, % at 20 µM. actives 0.16% (n = 340,000);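 active = inhibition above about 35% when tested at 20 µM, limit read from the data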;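 also: plate controls were DMSO wells with enzyme for no effect and DMSO wells lacking enzyme for full effect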
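Material: recombinant HKDC1 hexokinase; Amount: HKDC1 at 5 µg/mL; Medium: Tris pH 8.0 buffer with MgCl2, Tween-20, BSA, BME; Schedule: 90 min reaction incubation at room temperature, dark; Technique: coupled resazurin fluorescence, excitation 525 nm, emission 613 nm.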
SENP8 block – blocks human SENP8 cleavage of Nedd8 substrate | Q96LD8 | recombinant SENP8, Nedd8 substrate fluorescence | inhibition, % at 20 µM | actives 0.64% (n = 360,000) | AID 602440; in the data active = inhibition mostly above about 40%, no sharp cut-off; inactive = mostly below about 27%
Target sequence (Q96LD8 whole entry, looked up): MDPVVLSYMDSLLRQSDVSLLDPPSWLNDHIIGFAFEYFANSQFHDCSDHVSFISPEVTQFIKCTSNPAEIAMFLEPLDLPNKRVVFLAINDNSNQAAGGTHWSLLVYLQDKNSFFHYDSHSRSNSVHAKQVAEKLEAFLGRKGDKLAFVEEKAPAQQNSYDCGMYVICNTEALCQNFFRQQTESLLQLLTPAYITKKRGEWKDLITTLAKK
An asterisk follows results filed as active.

For OC1CCN(Cc2cccc(Oc3ccccc3)c2)CC1 the results were MPTP inh 0.3, ATG4B inhibitor 3, GRIN3A LBD mod -1, PfG6PD inh -16, SENP6 inh -24, SENP7 inh -4, HKDC1 inh -5 and SENP8 block 28.
For CC(=O)c1c(C)[nH]c(C(=O)C(C)Sc2nnc(NC3CC3)s2)c1C (stereo not drawn) the results were MPTP inh 3.8, ATG4B inhibitor 1, GRIN3A LBD mod -1, PfG6PD inh 8, SENP6 inh 2, SENP7 inh 0, HKDC1 inh -7 and SENP8 block 31.
`Cc1ccc(C(=O)NNC(=O)c2csc(N3CCOCC3)n2)o1` gave MPTP inh -1.5, ATG4B inhibitor 9, GRIN3A LBD mod 1, PfG6PD inh -22, SENP6 inh 5, SENP7 inh 4, HKDC1 inh -1 and SENP8 block 6.
For CCC(O)CNc1nc(-n2nc(C)cc2C)nc2sc3c(c12)CC(C)(C)OC3 (stereo not drawn) the results were MPTP inh -1.1, ATG4B inhibitor -9, GRIN3A LBD mod -4, PfG6PD inh 15, SENP6 inh 3, SENP7 inh 6, HKDC1 inh -4 and SENP8 block -109.
`CCCCN1CC(COCc2ccccc2)Oc2cccc(Oc3ccc(F)cc3)c2S1(=O)=O` (stereo not drawn) gave MPTP inh -0.7, ATG4B inhibitor -11, GRIN3A LBD mod 13*, PfG6PD inh 15, HKDC1 inh 0 and SENP8 block 0.
Screening CCn1c(CNC(C)=O)nnc1SCC(=O)c1ccc(Br)cc1 returned MPTP inh -0.1, ATG4B inhibitor 5, GRIN3A LBD mod 1, PfG6PD inh 4, SENP6 inh -8, SENP7 inh 32, HKDC1 inh -5 and SENP8 block 13.
`Cc1cc(NC(=O)c2cccc(S(=O)(=O)N3c4ccccc4CC3C)c2)no1` (stereo not drawn) gave MPTP inh 2.3, ATG4B inhibitor -4, GRIN3A LBD mod 2, PfG6PD inh -5, SENP6 inh 11, SENP7 inh 13, HKDC1 inh -2 and SENP8 block 20.
`CCCCN(CC)C(=O)C1CCC(CNS(=O)(=O)c2cccc3nsnc23)CC1` (stereo not drawn) gave MPTP inh -0.4, ATG4B inhibitor 4, GRIN3A LBD mod -2, PfG6PD inh -9, SENP6 inh -10, SENP7 inh -18, HKDC1 inh -5 and SENP8 block 10.
Screening O=c1c(-c2ccc(O)cc2)coc2c([C@@H]3O[C@H](CO)[C@@H](O)[C@H](O)[C@H]3O)c(O)ccc12 returned MPTP inh -0.6, ATG4B inhibitor 4, GRIN3A LBD mod 1, PfG6PD inh -16, SENP6 inh 1, SENP7 inh -2, HKDC1 inh -8 and SENP8 block inactive.
For CCO[C@H]1OC(C(=O)N2CCN(Cc3ccc4c(c3)OCO4)CC2)=C[C@@H](C(C)(C)C)[C@@H]1CCCO the results were MPTP inh -1.9, ATG4B inhibitor 4, GRIN3A LBD mod -3, PfG6PD inh -10, SENP6 inh 0, SENP7 inh -1, HKDC1 inh 2 and SENP8 block 14.
CN(C1CCCCC1)S(=O)(=O)c1ccc(C(=O)O)cc1 was read as MPTP inh -1.1, ATG4B inhibitor -3, GRIN3A LBD mod 2, PfG6PD inh -29, SENP6 inh -9, SENP7 inh 7, HKDC1 inh -8 and SENP8 block 3.
`O=S(=O)(NC1CCN(Cc2ccccc2)CC1)c1ccc2ccccc2c1` gave MPTP inh -0.7, ATG4B inhibitor -1, GRIN3A LBD mod -1, PfG6PD inh 15, SENP6 inh -17, SENP7 inh 1, HKDC1 inh -7 and SENP8 block 5.
O=c1onc(-c2ccc(Cl)cc2Cl)n1-c1cccnc1 was read as MPTP inh 1.5, ATG4B inhibitor -3, GRIN3A LBD mod -2, PfG6PD inh 11, SENP6 inh -20, SENP7 inh -1, HKDC1 inh -1 and SENP8 block 14.
Cc1nn2c(c1-c1ccccc1)NC1=C(C(=O)CCC1)C2c1ccccc1 (stereo not drawn) was read as MPTP inh -0.6, ATG4B inhibitor -11, GRIN3A LBD mod 0, PfG6PD inh 8, SENP6 inh -1, SENP7 inh 2, HKDC1 inh -1 and SENP8 block -293.
`CCC(=O)N1CCN(c2ccc(NC(=O)COc3ccccc3Cl)cc2)CC1` gave MPTP inh -2.8, ATG4B inhibitor 2, GRIN3A LBD mod -4, PfG6PD inh -10, SENP6 inh -27, SENP7 inh 5, HKDC1 inh -6 and SENP8 block 18.
`Cc1c(C(=O)OCC(=O)Nc2ccc(C(=O)N(C)C)cc2)oc2ccccc12` gave MPTP inh 2.1, ATG4B inhibitor -8, GRIN3A LBD mod -1, PfG6PD inh 4, SENP6 inh -4, SENP7 inh 4, HKDC1 inh -4 and SENP8 block 0.
For CN(C)c1nc(N(C)C)n(C(=O)c2ccc(F)cc2)n1 the results were MPTP inh -0.2, ATG4B inhibitor -12, GRIN3A LBD mod 0, PfG6PD inh 9, SENP6 inh 5, SENP7 inh 1, HKDC1 inh -7 and SENP8 block 12.
For O=C(Oc1ccccc1C(=O)Oc1ccccc1)c1cccnc1 the results were MPTP inh -0.8, ATG4B inhibitor 0, GRIN3A LBD mod 1, PfG6PD inh -1, SENP6 inh -22, SENP7 inh 3, HKDC1 inh 2 and SENP8 block 12.
`CCS(=O)(=O)c1cc([N+](=O)[O-])c(Sc2ccccc2N)s1` gave MPTP inh 3.6, ATG4B inhibitor 3, GRIN3A LBD mod 1, PfG6PD inh 58, SENP6 inh 14, SENP7 inh -2, HKDC1 inh -27 and SENP8 block -44.
Screening Cc1cc(NC2CCCCC2)nc(N2CCOCC2)n1 returned MPTP inh -0.1, ATG4B inhibitor 3, GRIN3A LBD mod -3, PfG6PD inh -7, SENP6 inh -19, SENP7 inh -4, HKDC1 inh 1 and SENP8 block 3.

Ordered by heavy-atom count (lowest first): three of the compounds above.
Screening Cc1cc(NC2CCCCC2)nc(N2CCOCC2)n1 returned MPTP inh -0.1, ATG4B inhibitor 3, GRIN3A LBD mod -3, PfG6PD inh -7, SENP6 inh -19, SENP7 inh -4, HKDC1 inh 1 and SENP8 block 3.
For CC(=O)c1c(C)[nH]c(C(=O)C(C)Sc2nnc(NC3CC3)s2)c1C (stereo not drawn) the results were MPTP inh 3.8, ATG4B inhibitor 1, GRIN3A LBD mod -1, PfG6PD inh 8, SENP6 inh 2, SENP7 inh 0, HKDC1 inh -7 and SENP8 block 31.
Screening O=c1c(-c2ccc(O)cc2)coc2c([C@@H]3O[C@H](CO)[C@@H](O)[C@H](O)[C@H]3O)c(O)ccc12 returned MPTP inh -0.6, ATG4B inhibitor 4, GRIN3A LBD mod 1, PfG6PD inh -16, SENP6 inh 1, SENP7 inh -2, HKDC1 inh -8 and SENP8 block inactive.

(continued)
`O=C(Nc1ccc(N2CCOCC2)cc1)C1=NN(c2ccccc2)C(=O)CC1` gave MPTP inh 0.1, ATG4B inhibitor 4, GRIN3A LBD mod 1, PfG6PD inh -1, SENP6 inh 1, SENP7 inh 6, HKDC1 inh 4 and SENP8 block 11.
`CN1C(=O)/C(=C/c2ccco2)SC1=Nc1ccc(N2CCOCC2)cc1` gave MPTP inh 0.9, ATG4B inhibitor -2, GRIN3A LBD mod -1, PfG6PD inh 2, SENP6 inh 11, SENP7 inh 6, HKDC1 inh -4 and SENP8 block 20.
For O=S(=O)(NCCc1ccccn1)c1cccs1 the results were MPTP inh 0.6, ATG4B inhibitor 14, GRIN3A LBD mod -3, PfG6PD inh 4, SENP6 inh -20, SENP7 inh 0, HKDC1 inh 4 and SENP8 block 7.
Screening O=C(CNCC(=O)Nc1ccc(F)c(F)c1F)Nc1ccc(F)c(F)c1F returned MPTP inh -0.7, ATG4B inhibitor -3, GRIN3A LBD mod -1, PfG6PD inh -8, SENP6 inh -10, SENP7 inh -2, HKDC1 inh -5 and SENP8 block 6.
`CCOC(=O)C1=C(CCc2ccccc2)NC(=O)NC1c1cccc([N+](=O)[O-])c1` (stereo not drawn) gave MPTP inh -1.0, ATG4B inhibitor -12, GRIN3A LBD mod -4, PfG6PD inh 2, SENP6 inh -6, SENP7 inh 2, HKDC1 inh 0 and SENP8 block 12.
For COc1ccc(-c2ccnc3nc(N4CCN(c5ccccc5)CC4)nn23)cc1 the results were MPTP inh 6.8, ATG4B inhibitor -2, GRIN3A LBD mod -6, PfG6PD inh 14, SENP6 inh -9, SENP7 inh 5, HKDC1 inh 15 and SENP8 block -92.
For CCSc1nc2sc3c(c2c(=O)n1-c1ccccc1C)CCN(C)C3 the results were MPTP inh 0.4, ATG4B inhibitor -5, GRIN3A LBD mod -2, PfG6PD inh 3, SENP6 inh -1, SENP7 inh -1, HKDC1 inh 2 and SENP8 block -135.
Screening CCN1CCN(c2nc3c(C)cccn3c(=O)c2/C=C(\C#N)S(=O)(=O)c2ccc(C)cc2)CC1 returned MPTP inh 0.0, ATG4B inhibitor 67*, GRIN3A LBD mod -19, PfG6PD inh 25, SENP6 inh -5, SENP7 inh 0, HKDC1 inh 0 and SENP8 block -77.
Screening CCCCn1c(=O)[nH]c(=O)c2c1nc(-c1ccc(OCCC)c(OCC)c1)n2C returned MPTP inh 2.6, ATG4B inhibitor -5, GRIN3A LBD mod 1, PfG6PD inh 3, SENP6 inh -24, SENP7 inh 2, HKDC1 inh -3 and SENP8 block -350.
`NC(=S)N/N=C\c1ccc(-c2cccc(Cl)c2Cl)o1` gave MPTP inh -0.5, ATG4B inhibitor 0, GRIN3A LBD mod 27*, PfG6PD inh 11, SENP6 inh 3, SENP7 inh -1, HKDC1 inh 1 and SENP8 block -298.
For COc1cccc(Nc2nc3ccccc3n2C(C)C)c1 the results were MPTP inh 0.5, ATG4B inhibitor 4, GRIN3A LBD mod -4, PfG6PD inh 4, SENP6 inh -24, SENP7 inh 5, HKDC1 inh -6 and SENP8 block 10.
COc1ccccc1OCC(=O)NNC(=S)NC(=O)c1ccco1 was read as MPTP inh -2.4, ATG4B inhibitor 2, GRIN3A LBD mod 0, PfG6PD inh -16, SENP6 inh -12, SENP7 inh 3, HKDC1 inh -2 and SENP8 block 12.
`CN(C)CCNC(=O)c1cc2ccccc2oc1=O` gave MPTP inh -1.9, ATG4B inhibitor 7, GRIN3A LBD mod -3, PfG6PD inh -4, SENP6 inh 10, SENP7 inh 10, HKDC1 inh -6 and SENP8 block -177.
CCCC1(c2ccccc2)NC(=O)N(CC(=O)N2CC(=O)Nc3ccccc32)C1=O (stereo not drawn) was read as MPTP inh -0.2, ATG4B inhibitor 3, GRIN3A LBD mod -1, PfG6PD inh -9, SENP6 inh -17, SENP7 inh -7, HKDC1 inh -3 and SENP8 block 5.
For Nc1nccnc1C(=O)OCC(=O)Nc1ccc2[nH]c(=O)[nH]c2c1 the results were MPTP inh -0.7, ATG4B inhibitor 2, GRIN3A LBD mod 1, PfG6PD inh 19, SENP6 inh -2, SENP7 inh -4, HKDC1 inh 11 and SENP8 block -197.
For Cn1c(=Nc2ccccc2)sc2ccccc21 the results were MPTP inh 0.3, ATG4B inhibitor 3, GRIN3A LBD mod -1, PfG6PD inh 2, SENP6 inh -10, SENP7 inh -1, HKDC1 inh -1 and SENP8 block 13.
For COc1ccc(S(=O)(=O)N2CCC(C(=O)NCc3cccnc3)CC2)cc1C the results were MPTP inh -4.5, ATG4B inhibitor -5, GRIN3A LBD mod -1, PfG6PD inh 12, SENP6 inh -19, SENP7 inh -6, HKDC1 inh -4 and SENP8 block 11.
`NC(=O)COc1ccc(C(=O)NCC2(N3CCOCC3)CCCCC2)cc1` gave MPTP inh -0.8, ATG4B inhibitor 2, GRIN3A LBD mod 0, PfG6PD inh 6, SENP6 inh 1, SENP7 inh -2, HKDC1 inh -6 and SENP8 block 3.
CCOc1ccc(CCNC(=O)COc2cc(=O)n(C)c3ccccc23)cc1OCC was read as MPTP inh 2.3, ATG4B inhibitor 1, GRIN3A LBD mod -1, PfG6PD inh 11, SENP6 inh -12, SENP7 inh 0, HKDC1 inh -8 and SENP8 block -4.
Screening CCOC(=O)CNS(=O)(=O)c1ccc2c3c(cccc13)C(=O)N2CC returned MPTP inh 4.8, ATG4B inhibitor 6, GRIN3A LBD mod -1, PfG6PD inh -10, SENP6 inh 5, SENP7 inh 2, HKDC1 inh -2 and SENP8 block -413.
Screening Cc1ccc(C(=O)N/N=C\c2sccc2C)cn1 returned MPTP inh 0.1, ATG4B inhibitor -18, GRIN3A LBD mod 0, PfG6PD inh -4, SENP6 inh -3, SENP7 inh 5, HKDC1 inh -14 and SENP8 block 12.

Assay outcomes (PubChem)

Outcome played no part in choosing rows. Share with any hit: about 6.9%.
